CAL PDZ FP-1: inhibitors of human CAL PDZ peptide binding | Q9HD26 | AID 504414 | inhibition, % at 20 µM | purified CAL PDZ, TMR-peptide fluorescence polarization, 1 h | hit rate 0.02% among 330,000;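 active = highest replicate inhibition of at least 40%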;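 note: plate controls were DMSO neutral control wells for no effect and unlabeled competitor peptide control wells for full effect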
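System: purified tagged CAL PDZ domain construct (CerCALP). Schedule: 1 h incubation at room temperature before polarization reading. Medium: 25 mM sodium phosphate pH 7.4, 150 mM NaCl, TCEP, IgG, Thesit. Read-out: percent inhibition from loss of millipolarization. Measured by: FP readout, S and P plane fluorescence. Probe or stimulus: fluorescent TMR peptide probe.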
RTF Ca sens inh: cardiac RTF calcium desensitization | IANBD-labeled cardiac RTF, Ca2+ fluorescence | inhibition, % at 7.15 µM | hit rate 0.12% among 340,000 | AID 493244;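 active = inhibition above the mean inhibition of all tested compounds plus 3 SD, cut at about 17% in these data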;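 note: assay run at fixed EC70 calcium of 1.6 mM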
DAGLB inh: diacylglycerol lipase beta (human) inhibition; inhibition, % at 5.17 µM; Q8NCG7; hit rate 0.059% among 340,000; HEK293T DAGLB membrane lysate, EnzChek fluorogenic substrate; in the data active = inhibition above about 34%;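 note: 0% = enzyme with vehicle and 100% = wells lacking enzyme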
V-ATPase pHluor: alters yeast V-ATPase proton transport | S. cerevisiae, pHLuorin cytosolic pH fluorescence | response, % at 10 µM | hit rate 0.37% among 350,000; in the data active = response mostly above about 7.3%, no sharp cut-off; inactive = mostly below about 5.4%; note: actives read high; inactives centre near 0; some compounds called inactive have numbers as strong as hits; reference of the scale not given here
CAL PDZ FP-2: CAL PDZ (human) peptide binding inhibition; Q9HD26; purified CAL PDZ, TMR-peptide fluorescence polarization, 1 h; inhibition, % at 24.9 µM; hit rate 0.92% among 300,000; AID 602252;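 active = mean inhibition of at least 30% with at least half of replicates also reaching 30%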;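 note: 0% = DMSO neutral control and 100% = excess unlabeled competitor peptide PRC23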
NSD2 inh: inhibitors of human histone methyltransferase NSD2. O96028. NSD2 peptide methylation, AlphaScreen, 120 min. inhibition, % at 12.5 µM. hit rate 0.54% among 310,000; in the data active = inhibition above about 50%
Arr AP2 block: blocks beta-arrestin peptide binding to AP2 adaptin | inhibition, % at 10 µM | AID 504490 | FITC-arrestin peptide / GST-AP2 beads, flow cytometry; AP2 beta2 appendage carries R879A mutation | hit rate 0.31% among 340,000;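 active = inhibition above a set limit, near 3 SD of compounds lacking own fluorescence, cut at about 54% in these data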;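 note: plate controls were DMSO wells for no effect and 5 µM unlabelled arrestin peptide for full effect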
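test system = AP2 appendage R879A on GSH beads | buffer or medium = PBS plus Tween 20 (0.05%) and BSA (0.1%) | incubation = 12 min plus 1 h, RT | detection = bead flow cytometry, FITC channel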
DSG3 Ab inh: inhibitors of pemphigus antibody binding to human desmoglein-3; binding (percent of control), % at 10 µM; AID 588358; DSG3-coupled beads, scFv-anti-DSG3-GFP binding, flow cytometry; stronger effect = lower value; hit rate 0.48% among 310,000;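 active = binding more than 3 SD below its plate's average and above zero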; note: some compounds called inactive have numbers as strong as hits
C-LANA FP: KSHV C-LANA DNA binding inhibition; MBP-C-LANA/FAM-LBS DNA binding, fluorescence polarization; inhibition, % at 9 µM; hit rate 0.078% among 340,000;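 active = highest replicate inhibition at or above 60% at 9 µM, even if other replicates fall short; inactive = all replicates below 60% inhibition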;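 note: 0% = neutral control wells and 100% = 4 µM acridine orange control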
Keap1 Nrf2 FP: inhibitors of human Keap1-Nrf2 protein-protein interaction; Q14145; Keap1 Kelch-Nrf2 peptide fluorescence polarization, 1536-well; inhibition, % at 9.4 µM; hit rate 0.15% among 340,000; AID 504523; in the data active = inhibition above about 12%;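 note: human Keap1 Kelch domain with fluorescein labeled Nrf2 9mer peptide probe; 0% = neutral control wells and 100% = peptide positive control; higher means more block of Keap1 binding to Nrf2 peptide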
Target sequence (Q14145 whole entry, looked up, the tested form may be a part): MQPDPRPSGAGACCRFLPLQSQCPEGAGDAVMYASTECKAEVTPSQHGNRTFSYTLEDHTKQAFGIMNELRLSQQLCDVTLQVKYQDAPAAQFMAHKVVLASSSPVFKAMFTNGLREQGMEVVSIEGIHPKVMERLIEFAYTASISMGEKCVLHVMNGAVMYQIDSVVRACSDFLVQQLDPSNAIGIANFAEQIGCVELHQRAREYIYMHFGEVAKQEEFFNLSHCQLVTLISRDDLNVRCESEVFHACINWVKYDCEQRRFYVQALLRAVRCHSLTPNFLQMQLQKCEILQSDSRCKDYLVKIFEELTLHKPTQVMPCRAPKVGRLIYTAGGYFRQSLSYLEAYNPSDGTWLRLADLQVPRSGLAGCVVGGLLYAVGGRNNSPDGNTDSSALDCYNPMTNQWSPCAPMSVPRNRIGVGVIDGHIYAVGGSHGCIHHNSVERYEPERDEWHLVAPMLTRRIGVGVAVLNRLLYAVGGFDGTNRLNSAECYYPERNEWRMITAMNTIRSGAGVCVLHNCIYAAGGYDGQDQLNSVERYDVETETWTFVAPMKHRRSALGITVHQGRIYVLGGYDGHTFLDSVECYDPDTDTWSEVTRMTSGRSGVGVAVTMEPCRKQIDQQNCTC
Numbers without * were called inactive; · = no result given.

SMILES	CAL PDZ FP-1	RTF Ca sens inh	DAGLB inh	V-ATPase pHluor	CAL PDZ FP-2	NSD2 inh	Arr AP2 block	DSG3 Ab inh	C-LANA FP	Keap1 Nrf2 FP
CCOC(=O)C1(Cc2ccccc2C)CCCN(C(=O)c2ccc(C(C)=O)s2)C1 (configuration not stated)	·	·	1	3	·	-2	·	101	·	·
CCOc1ccc(CN2CCCN(C)CC2)cc1	0.5	2	1	0	-2	7	-7	101	-0.3	-4
CC[C@H](C)C(C(=O)N1CCN(C(=O)OC(C)(C)C)CC1)n1cc(C(Cc2ccc(O)cc2)NC(=O)OC(C)(C)C)nn1 (some centres not stated)	-1.2	0	-3	-1	-17	·	-11	102	-2.3	2
O=C1CCCN1CN(C(=O)c1ccc2c(c1)OCO2)c1ccc(F)cc1	-0.1	1	2	-4	-1	-2	7	105	0.3	-1
COc1ccc(-c2cc(N)n(S(=O)(=O)c3ccc(F)cc3)n2)cc1OC	-0.7	1	-3	5	·	·	5	99	0.9	-2
COc1cccc(/C=N/NC(=O)C(=O)N2CCCC2)c1OC	-0.9	-12	0	·	-3	-4	-19	96	0.5	-3
C[C@H](CO)N1C[C@H](C)[C@@H](CN(C)C(=O)Nc2ccccc2)Oc2ccc(NC(=O)NC3CCCCC3)cc2C1=O	0.6	-6	-1	0	1	·	-2	104	-0.2	-2
COc1ccc(C(=S)N2CCN(c3cccc(Cl)c3)CC2)cc1	0.4	-2	-23	-1	·	7	-5	106	-1.6	-3
CC(=O)Nc1ccc(S(=O)(=O)N2CCN(C(=O)CCC3CCCC3)CC2)cc1	-1.0	2	0	1	-2	-2	6	107	1.5	0
COc1ccc(-c2n[nH]c(=S)n2-c2ccc(C)cc2)cc1	-0.9	-3	2	2	-3	6	-2	103	43	0
CC(C)(C)[C@H]1CCC(=O)N([C@H](CC#N)Cc2ccccc2)CC1	0.1	-3	-2	3	-4	·	4	107	1.9	-2
N#Cc1c(NC(=O)CSc2nnc(-c3ccco3)n2-c2ccccc2)sc2c1CCC2	-1.1	4	3	0	·	·	41	98	-3.7	-1
O=C(/C=C/c1ccc2c(c1)OCO2)NCc1ccncc1	0.9	1	-3	4	·	1	0	107	-0.1	-5
COc1ccc(N2CCN(CC(O)COc3ccc4c(c3)CCC4)CC2)cc1 (configuration not stated)	-2.5	-31	-1	0	-4	9	-5	104	0.5	1
CCOc1ccc2nc3cc(NCc4ccc(OC)cc4)ccc3c(N)c2c1	14	-81	-7	-2	-5	-6	24	·	1.6	-1
O=C(NCCN1CCN(S(=O)(=O)c2ccc(F)cc2)CC1)C(=O)NCc1ccccc1	-3.1	-1	1	-1	-9	-4	-6	98	1.2	3
CC(=O)Nc1ccc2nc(SCC(=O)NCCOc3ccccc3)sc2c1	-12	-10	0	-1	3	1	-10	101	0.7	-8
COc1cc(C(=O)O/N=C(\N)Cc2ccc([N+](=O)[O-])cc2)cc(OC)c1OC	·	·	·	5	·	0	39	107	·	·
O=C(O)CSc1nnc(COc2ccc([N+](=O)[O-])cc2)n1-c1ccccc1	-0.9	-2	0	-3	6	1	8	100	-2.7	-2
Cc1ccc(NS(=O)(=O)c2ccc3c(c2)N(C)CCO3)cc1	-2.4	-5	0	-19	0	7	-8	95	-2.2	1
CC(NC(=O)COc1ccc(S(=O)(=O)N2CCOCC2)cc1)c1ccccc1 (configuration not stated)	-1.4	-3	0	-6	-8	-1	25	97	0.4	0
CC1CCCN(C(=O)c2ccc(Cl)c(S(=O)(=O)N3CCCCCC3)c2)C1 (configuration not stated)	-1.1	6	-3	-4	-1	-2	2	·	-1.6	-7
CCOC(=O)C1CCN(c2c(NCc3ccc(C(=O)N(C)Cc4ccccc4)cc3)c(=O)c2=O)CC1	-3.0	-10	3	7	1	0	-1	96	0.4	-6
CCOc1ccc(CN2CCN(Cc3ccon3)CC2CCO)cc1 (configuration not stated)	-2.0	-3	-4	-1	0	0	17	94	-0.6	3
CCNc1nc(NC(C)C)nc(NS(=O)(=O)c2ccc(Cl)cc2)n1	-1.4	-10	0	3	·	0	-3	100	-1.1	-2

More compounds:
SMILES	CAL PDZ FP-1	RTF Ca sens inh	DAGLB inh	V-ATPase pHluor	CAL PDZ FP-2	NSD2 inh	Arr AP2 block	DSG3 Ab inh	C-LANA FP	Keap1 Nrf2 FP
O=C(NCc1ccc(F)cc1)C1CCCN(c2nc3ccsc3c(=O)s2)C1 (configuration not stated)	0.2	-2	10	-3	·	·	-8	95	-0.9	2
CC(C)CCNC(=O)C1CCCN1C(=O)NC1CCCCC1 (configuration not stated)	-1.6	9	1	-1	5	2	3	108	-2.0	0
Cc1ccc2nc(Cc3ccc(N)cc3)[nH]c2c1	-2.0	-14	-3	0	2	5	23	87	-0.3	2
COc1ccccc1CNC(=O)CN(C)S(=O)(=O)c1ccc(Br)s1	-2.4	-12	-2	4	-4	-4	-2	110	-1.5	0
Cc1nnsc1C(=O)NC1CCCc2c1cnn2-c1ccccc1F (configuration not stated)	0.4	-5	0	2	-6	-1	17	100	0.7	-2
Cc1nn(-c2ccccc2)c(Cl)c1/C=N/NC(=O)OC(C)(C)C	-2.1	-2	-4	0	-7	40	2	85	1.9	7
CCOC(=O)C1=C(COC(=O)/C=C/c2cc(OC)c(OC)c(OC)c2)NC(=O)NC1C (configuration not stated)	-4.9	2	0	0	-3	0	8	106	0.6	0
COc1ccc(-c2oc3cc(O)c(OC)c(O)c3c(=O)c2OC)cc1O	-1.9	-5	2	1	-2	1	1	83	-1.3	1
Cc1ccccc1NC(=O)CN(C)S(=O)(=O)c1cccs1	-2.0	-1	-5	-1	-2	-3	24	101	0.3	1
O=C(NCCc1ccccc1F)[C@@H]1CSC2c3ccccc3C(=O)N21 (some centres not stated)	-0.9	-8	0	1	·	-3	10	97	0.2	-1
COc1ccc(S(=O)(=O)NCc2ccncc2)cc1NC(=O)c1ccccc1	-3.4	-11	2	-5	-4	-2	0	114	0.0	-2
CCOC(=O)C1=C(CNC(C)(C)CC(C)(C)C)NC(=O)NC1c1cccc([N+](=O)[O-])c1 (configuration not stated)	-1.0	-2	0	0	0	2	-4	91	-1.0	-2
Cc1cccc(C)c1NC(=O)c1ccc2c(c1)CCN2S(C)(=O)=O	0.2	-11	0	0	·	-6	28	93	1.9	3
CC1CCN(S(=O)(=O)c2ccc3c(c2)N(CC(=O)NCCCN2CCCCC2C)C(=O)CS3)CC1 (configuration not stated)	-1.2	-16	0	1	-1	8	-4	104	1.2	-1
C(=N\Nc1nn2cnnc2c2ccccc12)/c1ccco1	-4.0	-24	2	4	3	0	-2	101	-0.8	-10
CSc1nc(Oc2ccc(F)cc2)c2ccccc2n1	-2.6	8	-5	-1	-4	-1	3	102	-0.2	-6
Cn1cccc1C(=O)NC(=O)COC(=O)c1ccccc1Sc1ccccc1C#N	-0.7	-7	1	0	0	2	-4	97	0.2	-2
Cn1cccc1C(=O)OCC(=O)N1CCc2ccccc21	0.5	7	0	-1	·	-2	2	101	0.7	1
CC12CC3(C)CC(C)(C1)CC(C(=O)NCCc1ccc(S(N)(=O)=O)cc1)(C2)C3	-1.8	-11	-6	-1	-3	5	-4	102	1.3	1
CCOc1ccc(OCC)c(NC(=O)CN2CCN(c3cccc(C)c3)CC2)c1	-2.5	-5	-5	-4	1	-2	7	98	-0.2	-5
Cn1c(=O)[nH]c2c(c1=O)CCO2	-1.0	-4	2	-1	1	0	12	85	-2.2	-1
CCCCn1c(N)c(N(CC(C)C)C(=O)C2CC(=O)N(c3ccc4c(c3)OCCO4)C2)c(=O)[nH]c1=O (configuration not stated)	-3.2	-5	4	8	-1	1	3	·	-1.5	2
CCOC(=O)CN(C(=O)c1snc(C(N)=O)c1N)C(C(=O)NCCC(C)C)c1ccc(C)cc1 (configuration not stated)	·	·	-3	-2	·	-1	·	98	·	·
CCC(=O)c1ccc(OCc2ccc(C(=O)OC)cc2)cc1	-1.9	-3	-4	-4	-4	-2	1	86	0.8	-6
CCOC(=O)CNC(=O)Cn1cnc2c(nnn2-c2ccc(F)cc2)c1=O	-0.5	-5	-5	3	-9	-2	10	103	0.0	-4

(continued)
SMILES	CAL PDZ FP-1	RTF Ca sens inh	DAGLB inh	V-ATPase pHluor	CAL PDZ FP-2	NSD2 inh	Arr AP2 block	DSG3 Ab inh	C-LANA FP	Keap1 Nrf2 FP
CCCn1c(SCC(=O)c2ccc3c(c2)OCCO3)nnc1C(C)C	-1.0	1	3	3	0	19	29	106	0.8	-3
O=[N+]([O-])c1ccccc1/C=N/N1CCN(c2ccccn2)CC1	-2.2	5	5	-2	-2	·	8	100	1.6	-2
CCOC(=O)N1CCN(C(=S)NC2CCCCC2)CC1	0.1	-12	4	10	-1	0	21	·	4.7	0
O=C(O)c1ccccc1C(=O)NCCc1c(C(=O)O)[nH]c2ccc(Cl)cc12	-1.1	-12	0	-2	-6	0	3	101	-1.4	-5
O=C(OCc1ccccc1)C1CCCN1C(=O)c1ccccc1[N+](=O)[O-] (configuration not stated)	-1.5	-5	0	-1	-2	-2	-3	101	-0.5	-3
O=[N+]([O-])c1ccc(S(=O)(=O)N2CCN=C2SCc2ccc(F)cc2)cc1	-2.6	0	-3	-2	-1	5	-14	91	-0.2	-5
C=CCOc1ccc(C[C@H](N)C(=O)NC[C@H]2O[C@@H](n3cnc4c(N)ncnc43)[C@H](O)[C@@H]2O)cc1	0.6	0	0	-1	-4	·	-6	98	1.1	-4
Cc1cc(C)c(S(=O)(=O)N2CCCC(C(=O)NC3CCCC3)C2)c(C)c1 (configuration not stated)	-0.6	-4	-2	-7	0	-6	3	114	-1.0	1
COc1cccc(CNC(=O)C(=O)NCC2OCCCN2S(=O)(=O)c2cc(C)ccc2C)c1 (configuration not stated)	-3.3	-3	0	-5	-4	0	-2	110	-0.9	-1
CCC1CCCCN1C(=S)Nc1cccc(S(=O)(=O)N(C)C)c1 (configuration not stated)	0.2	-7	-1	-3	0	·	17	109	-1.8	-2
COc1ccc(CNc2ncnc3cc(Cl)ccc23)cc1OC	5.6	-10	-4	-2	0	0	-7	99	1.8	-2
O=C(COc1ccc2c(-c3ccccc3)cc(=O)oc2c1)NCCN1CCOCC1	-2.1	7	0	2	-1	1	2	102	-0.5	-3
NC(=O)CSc1nnc2sc3ccccc3n12	-1.3	-22	2	-2	-2	0	-11	102	1.1	-4

Screening data (PubChem)

Some of the compounds tested; the hit share may differ from the screen's.
